Assay outcomes as filed in PubChem BioAssay.
PGK inhibitor – inhibitors of T. brucei phosphoglycerate kinase; P07378; PGK/GAPDH coupled, Kinase-Glo luminescence, 60 min; Potency, µM (top dose mostly 57.5 µM), for inactives: top-dose activity change, negative = inhibition, actives largely listed as inhibitors; 380,000 compounds, 0.043% hits; AID 602233; note: potency is the fitted concentration of half-maximal effect; % is set by controls: 0 for no effect and ±100 for the full control effect; nearly all actives have a fitted effect of over 60% in size
Target sequence (P07378 whole entry, looked up): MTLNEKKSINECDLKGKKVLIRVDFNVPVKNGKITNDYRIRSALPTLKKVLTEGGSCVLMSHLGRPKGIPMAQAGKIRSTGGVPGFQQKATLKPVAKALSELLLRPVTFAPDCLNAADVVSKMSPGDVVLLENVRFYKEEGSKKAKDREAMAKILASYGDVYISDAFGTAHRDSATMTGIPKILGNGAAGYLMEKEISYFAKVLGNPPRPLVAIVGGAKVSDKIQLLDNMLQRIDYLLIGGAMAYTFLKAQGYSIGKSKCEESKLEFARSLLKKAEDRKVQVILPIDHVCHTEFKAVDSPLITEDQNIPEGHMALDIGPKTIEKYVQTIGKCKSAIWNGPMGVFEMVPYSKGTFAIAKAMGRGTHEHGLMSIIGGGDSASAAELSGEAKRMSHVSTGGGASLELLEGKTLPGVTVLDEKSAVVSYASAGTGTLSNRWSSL
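Luminescent ATP detection (Kinase-Glo Plus) follows a 60-minute room-temperature incubation, with wells lacking PGK as controls. Buffer: 100 mM TEA (pH 7.6), 5 mM MgCl2, 0.01% Tween-20. Coupling enzyme GAPDH (100 nM final) supplies unstable 1,3-BPG in-well.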
Pin1 inhibitor – human Pin1 inhibition; Q13526; Pin1 FP peptide displacement, HiFluor488, 10 min; Potency, µM (doses to about 115 µM), for inactives: at the top dose activity, negative = inhibition, most hits filed as inhibitors; 390,000 compounds, 0.009% hits; AID 504891; active = well fitted inhibition curve with a large enough effect in the polarisation, with a control signal flat, not every such curve was filed as active; inconclusive = small, poorly fitted or top-dose-only effect, or effect the other way, or a change in a side signal; inactive = no such curve, though single readings can be large or run the other way; the % refers to the polarisation; note: potency is the fitted concentration of half-maximal effect; % is set by controls: 0 for no effect and ±100 for the full control effect
Pol eta inh – DNA polymerase eta (human) inhibition; Q9Y253; recombinant Pol eta, fluorescent DNA replication assay; Potency, µM (series often up to 114 µM), for inactives: at the highest dose activity change, negative = inhibition, hits mostly inhibitors; 390,000 compounds, 1.2% hits; AID 588591; note: potency is the fitted concentration of half-maximal effect; % is set by controls: 0 for no effect and ±100 for the full control effect
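Fluorescent replication assay: 50 nM final substrate added after a 15 min room-temperature compound preincubation with 10 nM enzyme. Signal taken at 0 min and again at 10 min.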
G9a inh – G9a (human) methyltransferase inhibition | Q96KQ7 | G9a H3K9 monomethylation, AlphaScreen, 2 h | Potency, µM (doses to about 102 µM), for inactives: at the top dose activity, negative = inhibition, hits mostly inhibitors | 350,000 compounds, 8.8% hits; note: potency is the fitted concentration of half-maximal effect; % is set by controls: 0 for no effect and ±100 for the full control effect; nearly all actives have a fitted effect of over 75% in size
Target sequence (Q96KQ7 913-1193 limits assumed): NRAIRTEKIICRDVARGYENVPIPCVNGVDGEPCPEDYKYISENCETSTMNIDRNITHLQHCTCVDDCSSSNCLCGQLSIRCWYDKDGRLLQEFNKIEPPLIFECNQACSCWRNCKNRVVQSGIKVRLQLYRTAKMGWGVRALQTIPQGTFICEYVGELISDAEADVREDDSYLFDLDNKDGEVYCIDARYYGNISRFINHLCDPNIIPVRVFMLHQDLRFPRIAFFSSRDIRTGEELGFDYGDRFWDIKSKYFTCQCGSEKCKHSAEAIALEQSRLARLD
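AlphaScreen detection with an anti-monomethyl H3K9 antibody quantified product after a 2 h room-temperature reaction containing 500 nM biotinylated H3K9 peptide, 20 µM SAM and 20 nM enzyme, which had been preincubated 15 min with compound.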
HP1b binding inh – inhibitors of HP1-beta chromodomain binding to methylated histone tails; P83916; AlphaScreen HP1-beta / biotin-H3K9me3 peptide binding; Potency, µM (highest dose often 114 µM), for inactives: at the highest dose activity change, negative = inhibition, hits mostly inhibitors; 390,000 compounds, 0.56% hits; note: potency is the fitted concentration of half-maximal effect; nearly all actives have a fitted effect of over 70% in size; inactives centre near 23
Target sequence (P83916 whole entry, looked up): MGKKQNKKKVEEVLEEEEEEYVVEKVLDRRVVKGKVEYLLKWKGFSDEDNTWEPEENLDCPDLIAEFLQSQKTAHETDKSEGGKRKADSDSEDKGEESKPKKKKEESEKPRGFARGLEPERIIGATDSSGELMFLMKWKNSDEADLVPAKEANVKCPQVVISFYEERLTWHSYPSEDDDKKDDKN
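AlphaScreen: HP1-beta (50 nM) preformed 30 min with biotin-H3(1-18)K9me3 peptide (50 nM) in PBS pH 7.4, 0.01% Tween-20. Compound added for 30 min at RT, then streptavidin donor/nickel chelate acceptor beads (10 ug/mL) for 30 min.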
GLS inhibitor – glutaminase GLS (human) inhibition; Potency, µM (top dose mostly 45.5 µM), for the others: at the highest dose activity change, negative = inhibition, actives largely listed as inhibitors; AID 624170; O94925; 410,000 compounds, 0.21% hits; GLS enzymatic activity, qHTS titration; note: potency is the fitted concentration of half-maximal effect; % is set by controls: 0 for no effect and ±100 for the full control effect
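Glutamate formation by hKGA was monitored fluorometrically using coupled glutamate oxidase, HRP and Amplex Red. Substrate was added as 1 mM L-glutamine solution; incubation was 30 min at RT after an initial read.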
BAZ2B inh – BAZ2B (human) inhibition; Q9UIF8; AlphaScreen BAZ2B-H3K14Ac peptide displacement; Potency, µM (top dose mostly 114 µM), without a hit: at the highest dose activity change, negative = inhibition, usual class: inhibitors; 360,000 compounds, 4.4% hits; AID 504333; note: potency is the fitted concentration of half-maximal effect; % is set by controls: 0 for no effect and ±100 for the full control effect; nearly all actives have a fitted effect of over 60% in size
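AlphaScreen displacement: compounds (up to 110uM) incubated 30 min at room temperature with a preformed 50 nM BAZ2B/50 nM biotinylated H3K14Ac peptide complex in PBS pH 7.4 with Tween-20. Donor and acceptor beads at 10 ug/mL final added, 20 min light-protected before reading.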
PI4K2A inh – blocks human PI4K2A kinase activity. purified PI4K2A, ADP-Glo luminescence, 1 h; hits give low values. activity change, negative = inhibition, % at 76.9 µM. 420,000 compounds, 0.13% hits. AID 1346378; in the data active = activity change below about -50%; inconclusive = mostly about -30% to -49%;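 note: -100% = wells without enzyme as full effect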
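PI4K2A activity was measured by ADP-Glo luminescence: enzyme (4 ug/mL stock) and phosphatidylinositol (1.2 mM stock) in Tris pH 7.5/MgCl2/EGTA/Triton X-100 buffer were reacted with ATP (300 microM stock) for one hour at ambient temperature.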
JMJD2A Tudor inh – inhibitors of human JMJD2A Tudor domain; AlphaScreen JMJD2A-Tudor / H3K4me3 peptide binding; Potency, µM (doses to about 114 µM), for the others: at the top dose activity change, negative = inhibition, most hits filed as inhibitors; 390,000 compounds, 4.4% hits; AID 504339; note: potency is the fitted concentration of half-maximal effect; % is set by controls: 0 for no effect and ±100 for the full control effect; nearly all actives have a fitted effect of over 50% in size
* hit, by the source's call; i = inactive; ? = inconclusive; · = not tested or not shown; & = joins results of further samples; [ ] = remark or other dose. Unless noted, calls come from the whole dose curve; as a rule, active = well fitted curve in the direction sought with a large enough effect; inconclusive = small, poorly fitted or top-dose-only effect, or another doubt; inactive = no such curve, though single readings can be large; an effect the other way counts as inactive or inconclusive. These rows are one share of the data; rates above refer to the full screens.

#	mol	PGK inhibitor	HP1b binding inh	PI4K2A inh	GLS inhibitor	Pol eta inh	JMJD2A Tudor inh	Pin1 inhibitor	G9a inh	BAZ2B inh
1	CCn1nc(NC(=O)C2CCCO2)c2cc3cccc(C)c3nc21 (stereo not given)	-1%	140%[activator]	3	2%	-18%	65%[activator]	1%	14%[12.7 µM]	100%[activator]
2	Cc1cnc(NC(=O)CC(C)c2ccccc2)s1 (stereo not given)	i	48%[activator]	23	-1%	-18%	-9%	-9%	6%	-1%
3	COc1ccc(Cn2nnnc2C(c2cc3cc(C)ccc3[nH]c2=O)N2CCN(C)CC2)cc1 (stereo not given)	-3%	7%	1	-13%	0%	-6%	2%	-12%	-27%
4	Cc1cc(C)c2oc(C(=O)NCCc3ccc(S(N)(=O)=O)cc3)cc(=O)c2c1	5%	17%&23%	8&-1	20%&0%	-6%&-4%	-2%&-16%	?	5%	-1%&-4%
5	O=S(=O)(Nc1cccc(-c2ccc(N3CCOCC3)nn2)c1)c1ccc(Cl)c(Cl)c1	i	5%	2	5%	-2%	-30%	21%	-31%	-5%
6	COc1ccccc1NC(=O)C1CC(C)OC1=O (stereo not given)	-2%	0%	-4	8%	8%	-11%	1%	·	·
7	CCN(CC)C(=O)[C@H]1CC(CC(=O)NC/C=C(\C)CCC=C(C)C)C(=O)N2CCc3c([nH]c4ccccc34)[C@]12C (stereo not given in full)	-10%	14%	1	-1%	-24%	?	-1%	·	·
8	CCOc1ccccc1C=NN1CCCCCC1	-3%	?	3	-6%	-24%	45µM*	-3%	·	·
9	O=C(NCCOc1cccnc1)C1CCC(=O)N(Cc2ccccc2F)C1 (stereo not given)	i	15%	5	3%	-1%	-20%	-7%	19%	-10%
10	O=C(CSc1nc(-c2ccco2)nc2cc(=O)[nH]n12)Nc1ccccc1F	-6%	26%	-5	1%	-4%	-13%	-8%	?	-3%
11	COc1ccc(C(=O)N2CCCCC2CCN2CCOCC2)cc1 (stereo not given)	1%	34%	-1	4%	-13%	-10%	-1%	-3%[59 µM]	-9%
12	Cc1[nH]c2ccccc2c1C(=O)COC(=O)C1CCC1	2%	28%	4	-8%	-16%	-11%	-8%	-23%	1%
13	CCOc1ccc(NC(=O)N(Cc2ccc(C)cc2)Cc2ccccn2)cc1	·	52%[activator]	-7	6%	-19%	0%	2%	8%	4%
14	CC(C)(C)NC(=O)COC(=O)c1cc(Cl)ccc1[N+](=O)[O-]	8%	31%	0	-3%	-19%	-4%	-4%	-27%	-36%
15	Nc1c(C(=O)C2CC2)sc2nc(-c3ccccc3)cc(C(F)(F)F)c12	1%	44%[activator]	8	0%	-3%	14%	?	?	25%
16	O=C(COC(=O)c1ccc(S(=O)(=O)N2CCOCC2)cc1)NCc1ccccc1	-5%	40%[activator]	-1	8%	-19%	7%	-9%	·	·
17	O=C(CO/N=C/c1ccccc1Cl)N1CCCc2ccccc21	i	119%[activator]	-1	-8%	-17%	34%	-5%	19%	47%[activator]
18	O=C(c1cccs1)c1cn(CC(=O)N2CCc3ccccc3C2)c2ccccc12	-9%	32%	3	28%	-1%	-8%	29%	13%	46%[activator]
19	COc1cccc(C(=O)COC(=O)CCC(=O)NC2CCCCC2)c1	-1%	39%	-1	2%	1%	-3%	1%	-5%	0%
20	CCOC(=O)c1cc(-c2ccccc2)sc1NC(=O)CCN1C(=O)c2ccccc2C1=O	7%	11%	1	1%	-18%	-11%	6%	13%[59 µM]	5%
21	COCCn1c(SC(C)C(=O)NCC2CCCO2)nc2sc3c(c2c1=O)CCC3 (stereo not given)	-1%	22%	-1	12%	?	?	4%	?	?
22	COC(=O)CSc1nc(N2CCOCC2)c2c(c1C#N)CC(C)(C)OC2	i	35%	2	-6%	-19%	3%	-5%	?	?
23	Cc1ccsc1/C=C1\Oc2cc(O)ccc2C1=O	5%	·	?	0%	-11%	·	·	·	·
24	Cc1cccc(C)c1NC(=O)CSc1ncnc2nc[nH]c12	·	40%	1	2%	-8%	-21%	1%	-41%	2%
25	Cc1ccc(C)n1-c1ccc(C(=O)NN)s1	i	3%	-5	-31%	-7%	?	10%	10%	-25%
26	N=C1C(c2nc3ccccc3s2)=C(O)CN1C1CCC(O)CC1 (stereo not given)	i	-4%	2	14%	-9%	-14%	0%	-1%	-11%
27	CCCCN(c1ccccc1)S(=O)(=O)c1cccc(C(=O)O)c1	4%	32%	-1	-9%	-27%	-2%	1%	4%	-2%
28	CN(C)c1ccc(CNC(=O)c2ccc3c(c2)N(C)C(=O)C2CCCCN32)cc1 (stereo not given)	i	-2%[57 µM]	-5	43%[activator]	-9%	45µM*	0%	18µM*	45µM*
29	O=C(Nc1ccc(F)cc1F)c1csc(-c2ccncc2)n1	i	57%[activator]	3	5%	-18%	6%	-5%	-21%[59 µM]	-20%
30	COc1ccc(N(C(=O)Cn2nnc(-c3ccc(F)cc3)n2)C(C)C(=O)NC2CCCC2)cc1 (stereo not given)	-1%	27%	-1	-5%	-16%	-9%	?	17%	-4%

Profiles, quoted from the list. Screens in order: PGK inhibitor | HP1b binding inh | PI4K2A inh | GLS inhibitor | Pol eta inh | JMJD2A Tudor inh | Pin1 inhibitor | G9a inh | BAZ2B inh
Profile of O=C(COC(=O)c1ccc(S(=O)(=O)N2CCOCC2)cc1)NCc1ccccc1 = -5% | 40%[activator] | -1 | 8% | -19% | 7% | -9% | · | ·
Profile of COC(=O)CSc1nc(N2CCOCC2)c2c(c1C#N)CC(C)(C)OC2 = i | 35% | 2 | -6% | -19% | 3% | -5% | ? | ?

Later entries
#	mol	PGK inhibitor	HP1b binding inh	PI4K2A inh	GLS inhibitor	Pol eta inh	JMJD2A Tudor inh	Pin1 inhibitor	G9a inh	BAZ2B inh
31	CCCc1cc(=O)[nH]c(SCC(=O)Nc2sccc2C#N)n1	-5%	7%	-6	-4%	?	-16%	-1%	?	-38%
32	COc1ccc(/C=N/NC(=O)c2cc[n+]([O-])cc2)cc1OC	i	35%	2	-8%	-18%	-1%	8%	-6%	3%
33	Cc1ccc(-c2cc(C(F)F)nc(N3CCC(C)CC3)n2)cc1	1%	303%[activator]	-3	-3%	-11%	88%[activator]	5%	97%[activator][59 µM]	176%[activator]
34	Cc1cccc(NC(=O)CCC(=O)Nc2nnc(C(F)(F)F)s2)c1	-2%	19%	0	9%	-2%	-15%	-14%	-3%	-2%
35	Cc1cc(C)n(C(=O)CSc2ccc(Cl)cc2)n1	2%	28%	-1	·	-15%	11%	?	·	-5%
36	O=C(COC(=O)c1ccc(Cl)nc1)Nc1ccc(N2CCOCC2)cc1	-4%	-12%	-7	23%	-14%	-13%	3%	56µM*	22%
37	CCCCCCN(C(=O)CCCCCN1C(=O)NC(c2ccc([N+](=O)[O-])cc2)C(C(=O)OCc2ccccc2)=C1C)C(C(=O)NCCCC)C1CCCCC1 (stereo not given)	1%	5%	5	-4%	-13%	-25%	5%	·	·
38	COCCN(C(=O)c1ccc(C#N)cc1)c1c(N)n(Cc2ccccc2)c(=O)[nH]c1=O	i	53%[activator]	1	-1%	-13%	1%	-1%	-5%[12.7 µM]	5%
39	COc1cccc(/C=C(/C#N)c2ccc(F)cc2)c1OCc1cccc(C(=O)O)c1	2%	34%	-2	16%	?	-16%	1%	15%[59 µM]	-3%
40	CC(OC(=O)c1ccncc1)C(=O)Nc1cccc([N+](=O)[O-])c1 (stereo not given)	-6%	24%	-5	69%[activator]	-5%	-8%	2%	?	-5%
41	COc1cc(C(CC(=O)Nc2ccc(C)cn2)N2Cc3ccccc3C2=O)cc(OC)c1OC (stereo not given)	3%	31%	438	88%[activator]	-17%	7%	-7%	13%	-1%
42	CC12CCC3c4ccc(O)cc4CCC3C1CC(=NO)C2O (stereo not given)	-8%	12%	-1	9%	-1%	-2%	-6%	·	·
43	Cc1oc(-c2cc3c(cc2Cl)OCO3)nc1CN1CCCC(C(=O)N2CCOCC2)C1 (stereo not given)	-8%	28%	-22	11%	-9%	-10%	-11%	·	-12%
44	O=C(CN1C(=O)NC2(CCCCC2)C1=O)Nc1ccccc1Cl	i	25%	0	-1%	-4%	-13%	-5%	29%	12%
45	CCCCOC(=O)Nc1ccc(C(C)C)cc1	9%	151%	5	11%	-15%	108%[activator]	-6%	23%[59 µM]	114%[activator]
46	CCN(C(=O)c1cccc(F)c1)c1ccccc1C	-6%	31%[activator]	-1	-2%	1%	-4%	-6%	-7%[59 µM]	7%
47	Cc1cc(C)cc(OCC(=O)OCC(=O)NC2CC2)c1	-7%	-3%	10	-13%	-14%	-17%	5%	·	·
48	COC(=O)C1CC(=O)N(CCc2c[nH]c3ccccc23)C1 (stereo not given)	3%	29%	-4	2%	-7%	4%	1%	-2%[12.7 µM]	25%
49	N#Cc1ccccc1OCC(=O)Nc1nc(-c2ccccn2)cs1	-1%	·	-7	-7%	?	·	·	·	·
50	COc1cc(OC)cc(C(=O)Nc2nc3ccccc3[nH]2)c1	-6%	24%	0	19%	-4%	-31%	-1%	0%[59 µM]	4%
51	Cc1nc(=O)c(-c2ccccc2)c(C)n1CCCO	5%	-17%	1	17%	6%	?	1%	-26%	-8%
